rTrxR1 inhibitor: blocks rat thioredoxin reductase 1; O89049; recombinant rTrxR1, NADPH fluorescence consumption, selenite substrate; Potency, µM (series often up to 114 µM), for inactives: at the top dose activity change, negative = inhibition, most hits filed as inhibitors; hit rate 1% among 390,000; AID 588453; further: potency means the concentration at half of the fitted maximal effect; on the % scale 0 is the no-effect control and ±100 the full control effect; nearly all actives have a fitted effect of over 65% in size
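Rat TrxR1 (90 nM in the dispensed reagent) was pre-reduced with 400 uM NADPH for 5 min at room temperature, then incubated with compound for 15 min. After 400 uM selenite was added, NADPH fluorescence (Ex 340/Em 450 nm) was followed for 8 min.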
USP1 inh: USP1/UAF1 (human) deubiquitinase inhibition | Potency, µM (top dose mostly 57.1 µM), for inactives: top-dose activity change, negative = inhibition, hits mostly inhibitors | hit rate 0.23% among 390,000 | AID 743255 | O94782 | recombinant USP1/UAF1, Ub-Rhodamine cleavage fluorescence; further: potency means the concentration at half of the fitted maximal effect; on the % scale 0 is the no-effect control and ±100 the full control effect; nearly all actives have a fitted effect of over 60% in size; inactives centre near -12
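High-throughput fluorogenic screen: 1nM USP1/UAF1 complex, Ub-Rho substrate 150nM final, 50mM HEPES pH 7.8 with 0.5mM EDTA, 0.1 mg/ml BSA, 1mM TCEP and 0.01% Tween-20.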
TrxR1 substrate: rat thioredoxin reductase 1 substrate activity; hit rate 0.01% among 390,000; O89049; Potency, µM (titrated, usually from 114 µM), for the others: at the highest dose activity change, negative = substrate turnover; purified TrxR1 substrate turnover, NADPH consumption readout; further: potency means the concentration at half of the fitted maximal effect; on the % scale 0 is the no-effect control and ±100 the full control effect; nearly all actives have a fitted effect of over 50% in size
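Rat TrxR1, dispensed at 90 nM, was prereduced with 400 uM NADPH (final) for 5 min at ~22 deg C, then incubated with compound 15 min before 400 uM selenite. A first-read NADPH fluorescence drop versus no-compound background flagged substrates.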
LDHA block: inhibitors of human lactate dehydrogenase A. P00338. purified LDHA, NADH/diaphorase-resazurin fluorescence; active compounds read low. activity change, % (values are at about 110 or 230 µM). hit rate 0.15% among 480,000. AID 1347041; in the data active means activity change below about -30%; inconclusive means mostly about -25% to -30%;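 further: plate controls were DMSO wells for no effect and wells without enzyme for full effect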
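Human LDH5 at 2 nM final in Tris HCl pH 7.4 with 0.06 mM NADH and 0.2 mM pyruvate, reacted 5 minutes at room temperature. Remaining NADH coupled via diaphorase/resazurin; resorufin fluorescence read at 0 and 20 minutes, normalized to enzyme-free and DMSO wells.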
IDH1 R132H inh: inhibitors of human mutant IDH1 R132H; IDH1-R132H enzyme, NADPH consumption, diaphorase/resazurin fluorescence; Potency, µM (highest dose often 76.6 µM), without a hit: at the highest dose activity change, negative = inhibition, actives largely listed as inhibitors; hit rate 0.093% among 390,000; AID 602179; further: potency means the concentration at half of the fitted maximal effect; on the % scale 0 is the no-effect control and ±100 the full control effect; nearly all actives have a fitted effect of over 65% in size
Target sequence (O75874 whole entry R132H, stated change not applied): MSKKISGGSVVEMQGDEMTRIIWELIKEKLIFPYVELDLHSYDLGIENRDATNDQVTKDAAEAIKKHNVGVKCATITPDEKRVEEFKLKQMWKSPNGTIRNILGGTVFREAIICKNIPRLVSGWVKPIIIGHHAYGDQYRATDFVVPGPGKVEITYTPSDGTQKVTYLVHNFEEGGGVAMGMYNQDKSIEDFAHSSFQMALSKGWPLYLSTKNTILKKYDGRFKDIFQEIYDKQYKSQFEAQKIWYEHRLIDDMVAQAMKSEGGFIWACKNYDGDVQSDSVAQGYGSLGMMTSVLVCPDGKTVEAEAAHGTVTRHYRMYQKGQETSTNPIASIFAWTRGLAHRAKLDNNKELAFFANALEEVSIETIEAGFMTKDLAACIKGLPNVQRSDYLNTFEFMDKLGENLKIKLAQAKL
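IDH1-R132H (0.5 ug/mL) preincubated 30 min with compound, then NADPH (0.016 mM) and alpha-KG (2 mM) added; 80 min at RT, pH 7.5. Remaining NADPH coupled via diaphorase/resazurin to fluorescence (540/590 nm); concentration-response curves normalized to no-enzyme control.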
Vif-A3F inh: blocks the Vif interaction with APOBEC3F | HeLa A3F-eYFP + Vif (tagged APOBEC3F with the HIV-1 protein that degrades it), YFP fluorescence increase | hit rate 0.2% among 390,000 | Potency, µM (titrated, usually from 46.1 µM), without a hit: top-dose activity, negative = active; further: potency means the concentration at half of the fitted maximal effect; % of control where 0% means no effect; nearly all actives have a fitted effect of over 65% in size
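Fluorescence increase (Ex 488/Em 500-530) after overnight compound treatment at 37 deg C flags inhibition of Vif-driven A3F-eYFP loss in stable HeLa A3F-eYFP/Vif cells seeded overnight beforehand.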
RGS4 inhibitor: blocks human RGS4-accelerated GTP hydrolysis | P49798 | Transcreener GDP fluorescence polarization, RGS4-accelerated GTP hydrolysis | Potency, µM (series often up to 114 µM), for the others: top-dose activity change, negative = inhibition, actives largely listed as inhibitors | hit rate 0.039% among 390,000 | AID 504845; further: potency means the concentration at half of the fitted maximal effect; on the % scale 0 is the no-effect control and ±100 the full control effect; nearly all actives have a fitted effect of over 75% in size; some results filed as inactive show a strong effect at the top dose
Target sequence (P49798 whole entry, looked up): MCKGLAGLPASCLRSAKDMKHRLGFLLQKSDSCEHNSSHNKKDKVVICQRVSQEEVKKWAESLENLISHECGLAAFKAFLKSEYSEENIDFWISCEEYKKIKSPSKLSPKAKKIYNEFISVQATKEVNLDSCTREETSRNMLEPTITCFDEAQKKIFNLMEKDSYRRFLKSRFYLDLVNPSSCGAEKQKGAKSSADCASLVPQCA
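MLSMR compounds (23 nl, pin-transferred) preincubated 10 min at room temperature with a 500nM (2x) first reagent, then RGS4 at 900nM (2x) plus Transcreener GDP mix added; fluorescence polarization (620/688 nm) read before and after 90 min at 30 °C.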
Vif-APOBEC3G blk: inhibitors of Vif-APOBEC3G interaction; HeLa A3G-eYFP + Vif (tagged APOBEC3G with the HIV-1 protein that degrades it), YFP fluorescence, overnight; Potency, µM (top dose mostly 46.1 µM), inactives show top-dose activity, negative = active, hits mostly inhibitors; hit rate 0.076% among 410,000; AID 602310;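 further: potency means the concentration at half of the fitted maximal effect; on the % scale 0 is the no-effect control and ±100 the full control effect; nearly all actives have a fitted effect of over 60% in size; hits raise eYFP signal because A3G escapes Vif-driven loss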
Target sequence (Q9HC16 whole entry, looked up): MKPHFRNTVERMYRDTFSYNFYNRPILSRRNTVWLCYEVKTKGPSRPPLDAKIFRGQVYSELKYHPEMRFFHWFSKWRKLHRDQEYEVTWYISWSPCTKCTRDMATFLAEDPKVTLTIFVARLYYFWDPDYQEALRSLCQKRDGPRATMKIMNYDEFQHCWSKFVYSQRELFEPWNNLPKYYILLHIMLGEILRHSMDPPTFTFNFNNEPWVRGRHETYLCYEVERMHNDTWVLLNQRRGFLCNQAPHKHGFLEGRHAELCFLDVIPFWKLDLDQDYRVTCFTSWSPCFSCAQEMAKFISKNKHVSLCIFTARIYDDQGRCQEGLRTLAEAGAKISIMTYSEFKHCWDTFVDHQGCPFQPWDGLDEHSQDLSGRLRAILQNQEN
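HeLa cells stably expressing Vif and C-terminally eYFP-tagged A3G, seeded overnight at 37 deg C, then exposed to compound by pintool overnight at 37 deg C. Rise in yellow fluorescence (Ex 488/Em 500-530, Acumen) marks blocked Vif-driven A3G degradation.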
Glioma ERSR ind: ER stress response induction in glioma; U87-MG GRP78 promoter luciferase reporter, 16 h; hit rate 0.02% among 420,000; Potency, µM, for inactives: at the highest dose activation, hits mostly activators; further: potency means the concentration at half of the fitted maximal effect; series mostly up to about 76 µM; % of control where 0% means no effect; nearly all actives have a fitted effect of over 35% in size
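Stably transfected U87-MG glioma cells carrying a GRP78-based luciferase sensor; 16 h compound incubation. Luminescence end-point read 10 min after Bright-Glo addition at room temperature.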
Numbers without * were called inactive; ? = inconclusive; / = no result given; & = joins results of further samples; [ ] = dose if it differs, or a comment. Unless noted, the call rests on the fitted dose curve; in most records, active means well fitted curve in the direction sought with a large enough effect; inconclusive means small, poorly fitted or top-dose-only effect, or another doubt; inactive means no such curve, though single readings can be large; an effect the other way counts as inactive or inconclusive.

structure,rTrxR1 inhibitor,USP1 inh,TrxR1 substrate,LDHA block,IDH1 R132H inh,Vif-A3F inh,RGS4 inhibitor,Vif-APOBEC3G blk,Glioma ERSR ind
Cc1ccc(C)n1-c1nn(S(=O)(=O)c2cccc3cccnc23)c2cccc(F)c12,18%[57.1 µM],-9%,1%[57.1 µM],-1,-5%,-5%,5%,1%,2%
O=C1N/C(=N\N=C\c2cccs2)SC1Cc1ccc(Cl)c(Cl)c1 (stereo not given),17%,-23%,0%,-7,-6%,-5%,6%,-4%,0%
CC(C1CC1)N(Cc1ccccc1)C(=S)Nc1ccccc1 (stereo not given),-1%[57.1 µM],-19%,-4%[57.1 µM],-9,1%,-2%,-11%,-1%,-4%
COCCNC(=O)c1ccc(CSc2nc3ccccc3s2)cc1,31%,-2%,0%,-18,0%,-6%,36%,7%,9%
CCOC(=O)c1ccc(NC(=O)CCOc2ccc(OC)cc2)cc1,-4%,-27%,-7%,0,5%,0%,15%,1%,-3%
COc1ccc(N=C2NC(=O)/C(=C/c3ccco3)S2)cc1,-14%,-17%,0%,-7,8%,0%,-30%,-5%,11%
Cc1ccc(CN2CCN(Cc3ccc(-n4cccn4)cc3C)CC2CCO)cc1 (stereo not given),-3%[57.1 µM],-15%,-3%[57.1 µM],2,8%,-22%,-18%,4%,-2%
CN(C)c1ccc(C(O)P(=O)(OCc2ccccc2)c2ccc(N(C)C)cc2)cc1 (stereo not given),5%,-19%,-3%,-15,0%,-3%,4%,-7%,-4%
COc1cc(/C=N/NC(=O)c2ccncc2)ccc1OC(=O)c1cccc(Br)c1,3%,?,-4%,-14,-6%,-14%,6%,5%,-5%
COc1cccc(C(c2c(C)[nH]n(-c3ccccc3)c2=O)c2c(C)[nH]n(-c3ccccc3)c2=O)c1O,?,-22%,0%,-2,-8%,-15%,-35%,-1%,2%
COc1ccccc1N=Cc1nc(-c2ccccc2)oc1OC(C)=O,-35%[57.1 µM],-17%,-8%[57.1 µM],-3,-6%,-3%,-15%,-1%,-4%
Cn1nc(C(=O)N2CCCc3ccccc32)c2ccccc2c1=O,13%,-17%,-3%,-14&0,9%,1%,-18%,1%,-4%
CC(C)(C)c1ccc(C2CC2C(=O)N/N=C\c2cc3ccccc3nc2Cl)cc1 (stereo not given),24%,-16%,9%,-4,8%,3%,-8%,2%,-2%
COc1ccccc1OCCNC(=O)CNC(=O)c1ccc2c(c1)OCO2,23%,-19%,8%,-2,0%,6%,6%,-5%,-1%
CNc1nnc(-c2cccc(N(C)C)c2)s1,-20%,-6%,2%,12,8%,-2%,-15%,-1%,5%
CCOc1cc(S(=O)(=O)NC2CC(C)(C)NC(C)(C)C2)ccc1F,18%,0%,-3%,-5,0%,-3%,24%,0%,-2%
Cc1ccc2c(c1)n([O-])c1c([n+]2=O)CCCC1,-8%,-3%,-10%,4,4%,-17%,17%,0%,-5%
CCCCCC1CCC(c2n[nH]c(=S)n2C)CC1 (stereo not given),14%[57.1 µM],-20%,9%[57.1 µM],-5,-3%,-28%,-20%,-1%,-6%
CCOC(=O)c1sc(=S)n(-c2ccc(C)cc2)c1SC,5%,-11%,7%,-6,-2%,-11%,-10%,-1%,0%
O=C(NCc1ccc2c(c1)OCO2)c1ccc(-c2ccc(Cl)cc2)o1,?,-7%,13%,0,-1%,0%,-6%,0%,0%
Cc1cccc(C)c1OCc1nnc(SCC(=O)Nc2cccc(C(=O)N3CCOCC3)c2)n1C,-1%[57.1 µM],-6%,5%[57.1 µM],-8,1%,11%,8%,-7%,-2%
COc1cc(C(=O)Nc2nc3nc(-c4ccccc4)cc(=O)n3[nH]2)cc(OC)c1OC,17%,2%,6%,2,-4%,-3%,9%,-2%,-2%
C=CCCCCCCCCc1nc(SCC(=O)O)n[nH]1,29%,-13%,1%,-11,-12%,7%,5%,0%,0%
O=C(CN1CCN(c2ccc(F)cc2)CC1)Nc1nccs1,3%,?,1%,1,4%,2%,-22%[56.9 µM],2%,-7%
Cc1nc(N2CCCC2)ncc1C(=O)N1CCN(c2ccccc2F)CC1,12%[57.1 µM],-3%,5%[57.1 µM],-4,/,/,2%,/,/
COc1cccc(OCc2cc(C(=O)N3CCN(c4ccccc4O)CC3)no2)c1,-17%,-7%,-15%,-6,-7%,1%,25%[11.4 µM],0%,10%
Cc1ccc(C)c(Cc2c(C)nc(C)[nH]c2=O)c1,2%,-17%,0%,-2,10%,0%,-37%,-4%,-2%
CCOc1ccc(N(C)S(=O)(=O)c2ccc(C)c(C(=O)NCc3ccccc3OC)c2)cc1,-1%,-8%,-7%,-2,22%,1%,15%,4%,-2%
O=C(c1ccccc1NS(=O)(=O)c1cccc([N+](=O)[O-])c1)N1CCOCC1,2%[57.1 µM],3%,3%[57.1 µM],-9,-6%,-1%,2%,0%,-6%
COc1ccc(S(=O)(=O)N2CCN(CC(=O)Nc3cc(Cl)ccc3Cl)CC2)cc1,8%,-9%,1%,-1,-1%,0%,-3%,5%,-4%
O=C(CSc1ccccc1)N1CCN(c2ccc(F)cc2)CC1,-26%,-3%,-18%,-6,-9%,-2%,12%,3%,5%
C=CCc1cccc2cc(C(=O)Nc3cccc(C(=O)O)c3)c(=O)oc12,-7%,-17%,-10%,-3,-15%,3%,2%,1%,-2%
CC[C@]1(C(=O)OC)[C@H]2C(=O)N(C)C(=O)[C@H]2[C@H]2CN=C(SCc3ccc(OC)cc3)N21,27%,-8%,3%,-3,9%,12%,25%,5%,-3%
CCN(CC)CCOc1c(Br)ccc2c1sc1nc3n(c(=O)c12)CCC3,-28%,-7%,-1%,3,5%,/,?,3%,3%
Clc1ccc(CN2CCCCCCC2)cc1,-11%,-7%,-12%,-11,7%,-12%,-23%,1%,-1%
O=C(CN1C(=O)NC(Cc2ccccc2)C1=O)Nc1ccc(F)c(F)c1F (stereo not given),-1%,-13%,2%,-12,-7%,3%,2%,-1%,-1%
CC(=O)OCc1c(F)c(F)c(-n2nc(C)cc2C)c(F)c1F,40%[activator][57.1 µM],3%,18%[57.1 µM],-8,5%,-6%,?,-1%,-2%
COc1ccc2c(CNC3CCCCCC3)c(C(=O)O)n(Cc3ccccc3F)c2c1,9%,-15%,0%,5,23%,7%,16%,4%,-3%
CCC(CN(C)C)Oc1cc(NCc2ccccc2)c2ncn(C(C)C)c2c1 (stereo not given),-28%,28µM*,-7%,15,-2%,?,?,?,-1%
Cc1cccc(NC(=O)CSc2nc(=O)n(Cc3ccco3)c3c2CCC3)c1C,0%[57.1 µM],-14%,1%[57.1 µM],-3,-6%,0%,11%,-3%,3%
Cn1c(=O)c2cc(S(=O)(=O)NCCC(=O)NCCC3=CCCCC3)ccc2n(C)c1=O,-11%,-6%,-15%,-2,1%,-3%,19%,0%,-4%
CCC(C)NC(=O)Cn1c(=O)n(-c2ccc(Cl)cc2)c(=O)c2c3c(sc21)CCCC3 (stereo not given),3%,-29%,0%,1,8%,-1%,-22%,-3%,-2%
CCN(c1ccccc1)S(=O)(=O)c1cccc(C(=O)NCC(c2cccs2)N(C)C)c1 (stereo not given),30%[activator][57.1 µM],-15%,5%[57.1 µM],-9,0%,-1%,1%,-4%,-1%
COC(=O)c1ccc(NC(=S)N2CCCC2)cc1,-1%,-19%,-1%,1,8%,0%,2%,0%,15%
CCC1CN(C(=O)Nc2cc(OC)cc(OC)c2)c2ccccc2S1 (stereo not given),6%,-9%,-6%,1,15%,1%,12%,1%,-5%
Cc1cc(C)cc(OCCSc2nc(-c3cccs3)nc3cc(=O)[nH]n23)c1,13%[57.1 µM],?,2%[57.1 µM],-1,-15%,-13%,-24%,-2%,6%
COc1ccc(OC)c(NC(=O)COC(=O)Cc2ccsc2)c1,-4%,-1%,-11%,-9,6%,-1%,-33%,0%,-1%
O=C1CN(C(=O)C2CCCCC2)C(c2ccccc2)c2cc(F)ccc2N1 (stereo not given),10%,?,-4%,-9,6%,2%,5%,-3%,-3%
Nc1c(Cl)cc(C=O)cc1Cl,0%,/,-6%,2,/,/,/,-3%,-2%
Cn1c(=O)c2c(ncn2CC(=O)Nc2ccccc2)n(C)c1=O,7%,-20%,0%,-2,0%,5%,-25%,1%,1%
CCOC(=O)c1c(C)c(C(=O)NCc2ccco2)c(C)n1CC,40%[activator],-10%,7%,2,-4%,1%,21%,0%,-3%
O=C(Cn1cc2c(n1)CCCC2)NCCCN1CCN(C2CCCCC2)CC1,10%[57.1 µM],?,5%[57.1 µM],1,-10%,4%,11%,3%,-2%

This is a subset; rates above refer to the full screens.
